# Source: PubChem BioAssay
# sEH activator: increases human soluble epoxide hydrolase activity. P34913. purified human sEH enzymatic activity, activator screen. activation, % at 2 µM. 91,000 compounds, 0.04% hits. AID 717; in the data active means activation above about 37%; further: values of inactives mirror those of a sister screen read the other way
# Target sequence (P34913 whole entry, looked up): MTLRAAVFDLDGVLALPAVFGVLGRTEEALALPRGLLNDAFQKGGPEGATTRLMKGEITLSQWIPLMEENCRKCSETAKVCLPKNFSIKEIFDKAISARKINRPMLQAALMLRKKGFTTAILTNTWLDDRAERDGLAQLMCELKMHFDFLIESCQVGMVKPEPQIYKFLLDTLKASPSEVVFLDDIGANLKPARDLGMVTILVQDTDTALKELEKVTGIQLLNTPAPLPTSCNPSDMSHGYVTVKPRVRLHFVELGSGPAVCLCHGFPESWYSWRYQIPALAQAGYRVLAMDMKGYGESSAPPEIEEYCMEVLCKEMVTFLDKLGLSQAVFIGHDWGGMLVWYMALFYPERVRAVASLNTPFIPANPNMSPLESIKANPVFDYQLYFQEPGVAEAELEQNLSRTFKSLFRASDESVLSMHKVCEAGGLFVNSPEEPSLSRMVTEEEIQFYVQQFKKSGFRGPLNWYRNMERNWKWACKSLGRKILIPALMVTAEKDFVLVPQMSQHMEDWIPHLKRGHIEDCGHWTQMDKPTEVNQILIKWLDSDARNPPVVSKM
# * hit, by the source's call.
no. | Compound | sEH activator
1 | NC(=O)c1nsc(C(=O)N(CC(=O)NCc2ccc(F)cc2)Cc2ccco2)c1N | -27
2 | CCCC(=O)c1c[nH]c(C(=O)NCc2ccco2)c1 | -2
3 | Cc1ccccc1-c1nc2ccccc2c(=O)n1/N=C/c1ccccc1[N+](=O)[O-] | -7
4 | CCOC(=O)C(C)n1ncn2cccc2c1=O (configuration not stated) | -2
5 | O=C(Oc1c(-c2ccccc2)oc2ccccc2c1=O)c1ccccc1 | 1
6 | Cc1ccc(/C(N)=N/OC(=O)c2cc(-c3ccccc3)nc3ccccc23)cc1 | -3
7 | Cc1ccc(C(=O)OCC(=O)Nc2cc(F)ccc2F)cc1NC(=O)c1ccco1 | -4
8 | CC(NC(=O)C(=O)NN=C1CCCCCC1)c1ccccc1 (configuration not stated) | -3
9 | O=C(O)CSc1nc(C(F)(F)F)cc(=O)n1-c1ccccc1 | -8
10 | N=c1n(-c2ccccc2)c(O)cc(=O)n1-c1ccccc1 | 5

# Reprinted from the part before: five compounds; new compounds follow.
no. | Compound | sEH activator
6 | Cc1ccc(/C(N)=N/OC(=O)c2cc(-c3ccccc3)nc3ccccc23)cc1 | -3
7 | Cc1ccc(C(=O)OCC(=O)Nc2cc(F)ccc2F)cc1NC(=O)c1ccco1 | -4
8 | CC(NC(=O)C(=O)NN=C1CCCCCC1)c1ccccc1 (configuration not stated) | -3
9 | O=C(O)CSc1nc(C(F)(F)F)cc(=O)n1-c1ccccc1 | -8
10 | N=c1n(-c2ccccc2)c(O)cc(=O)n1-c1ccccc1 | 5
11 | N#CC1=C(Nc2ccccc2)SC=C(c2ccc(Cl)c(Cl)c2)N=C1N1CCOCC1 | -9
12 | CC(C)C(=O)NC(NC(=S)Nc1cccc2cccnc12)C(Cl)(Cl)Cl (configuration not stated) | 10
13 | O=C(NCc1cc(C(F)(F)F)cc(C(F)(F)F)c1)C1CC(c2c(Cl)cccc2Cl)=NO1 (configuration not stated) | -24
14 | CCOC(=O)c1c(C)nc2c(c1-c1cc(OC)c(OC)c(OC)c1)C(=O)c1ccccc1-2 | 2
15 | CCOc1ccc(N=C2NC(=O)S/C2=C\c2ccc(N(C)C)cc2)cc1 | -11
16 | CCOc1cc(CNc2ccc(OC)cc2)cc(Br)c1OCC(=O)NC(C)(C)C | 2
17 | Cc1ccc2nc(Nc3ccccc3O)nc(-c3ccccc3)c2c1 | 2
18 | COc1cccc(CNCc2ccc(SC)cc2)c1OC | 3
19 | Cc1ccc(NC(=O)c2cc([N+](=O)[O-])ccc2NCc2cccnc2)cc1Cl | 0
20 | O=C(NC1CCCCC1)C(c1ccccc1)N(C(=O)Cc1ccsc1)c1ccccc1 (configuration not stated) | 1
21 | CCc1nnc(NS(=O)(=O)c2ccc(NC(=S)NC(=O)/C=C/c3ccc(C(C)C)cc3)cc2)s1 | -19
22 | O=C(Cc1cccc2ccccc12)NNC(=O)Nc1cccc(Cl)c1 | 5
23 | COc1ccc(NC(=O)c2c3c(nc4ccccc24)CCC3)cc1 | 2
24 | Cc1cccc(Oc2cc(N)cc([N+](=O)[O-])c2)c1 | 23
25 | CCc1nc(N2CCC3(CC2)OCCO3)c2nnn(Cc3ccccc3Cl)c2n1 | 8
26 | O=C(NCCCCC(NC(=O)c1ccc([N+](=O)[O-])cc1)C(=O)O)c1ccc([N+](=O)[O-])cc1 (configuration not stated) | -24
27 | Cc1ccc(NC(=O)c2cc(S(=O)(=O)Nc3ccc(C)cc3)cs2)cc1 | -4
28 | Cc1cccc2c1[nH]c1nc(N/N=C\c3ccco3)nnc12 | -1
29 | CCOC(=O)N1CCN(C(=O)CCN2C(=O)COc3ccc(C)cc32)CC1 | -12
30 | O=C(c1ccc(N2CCCCC2)c([N+](=O)[O-])c1)N1CCOCC1 | 20
31 | C=COCCNC(=O)Nc1ccc(Cl)c(Cl)c1 | -5
32 | COc1ccc(-c2oc3ccccc3c(=O)c2OC(=O)c2ccc(C)cc2)cc1 | 15
33 | COc1ccc(S(=O)(=O)NCc2cccs2)cc1 | -1
34 | Cc1nn(Cc2cccc(F)c2)c(C)c1NC(=O)c1c([N+](=O)[O-])c(C)nn1C | -22
35 | CC(/C=N/Nc1nc(N2CCCCC2)nc(N2CCCCC2)n1)=C\c1ccccc1 | 16
36 | O=C(CCC1CCCCC1)Nc1c2c(nn1-c1ccc(F)cc1)CS(=O)(=O)C2 | -4
37 | Cc1ccc(Nc2nc(-c3c(C)nc4ncccn34)cs2)cc1 | -6
38 | COc1ccc(NC(=S)NNC(=O)Cn2nc([N+](=O)[O-])cc2C)cc1 | -4
39 | Cc1nc2ccccn2c1C(=O)/C=C/c1ccc(F)cc1 | 10
40 | CC1=Nn2c(nnc2-c2cccs2)SC1 | -4
41 | CC1(C(=O)NC2CCCCC2)CCC(=O)N1Cc1cccnc1 (configuration not stated) | -9
42 | O=C(Nc1cccc(Br)c1)c1ccc2nc(N3C(=O)CCC3=O)sc2c1 | 11
43 | CCOC(=O)NC1(NCC(C)C)Oc2ccccc2O1 | -9
44 | COc1ccc(/C=N/NC(=O)c2ccccc2)cc1CN1CCN(c2ccc(F)cc2)CC1 | -9
45 | N#Cc1cc2cc3c(cc2nc1N1CCCCC1)OCCO3 | 1
46 | Cc1nnc(OCc2nc3ccccc3n2C)c2ccccc12 | -1
47 | CC[n+]1c(/C=C/Nc2ccccc2)sc2ccccc21 | -9
48 | COc1cc(-c2nnc(SCC3(c4ccccc4)OCCO3)o2)cc(OC)c1OC | 5
49 | CCOC(=O)CC(=O)CSc1nc2c(C)c(C)ccc2cc1C | 5
50 | O=C(CCC(=O)OCC(=O)c1ccc(Br)cc1)Nc1ccc(Br)c2cccnc12 | 6
51 | O=C(Nc1ccccc1SCC1CSc2nc3ccccc3c(=O)n21)c1ccccc1 (configuration not stated) | -2
52 | O=C(O)CN=C(NS(=O)(=O)c1ccccc1)c1ccccc1 | -3
53 | CCNC(=S)N/N=C/c1ccc(OCCOc2ccccc2C)cc1 | -9
54 | COc1nc(-c2ccccc2)ccc1-c1noc(-c2cccs2)n1 | -2
55 | Cc1ccccc1NC(=O)c1ccc(CN2CCC(Cc3ccccc3)CC2)cc1 | 7
56 | CCOC(=O)Oc1ccc2c(=O)c(Oc3cccc(C)c3)coc2c1 | -10
57 | N#Cc1sc2nc(-c3cccs3)cc(-c3ccccc3)c2c1N | 7
58 | S=C(NCc1ccco1)Nc1cccc(Cl)c1 | 6
59 | COc1ccc(CCNC(=O)CC2COc3ccccc3O2)cc1OC (configuration not stated) | -33
60 | COCCn1c(SCC(=O)NC(=O)NC(C)(C)C)nc2ccccc21 | 2

# Continuation.
no. | Compound | sEH activator
61 | Cc1ccc(C)c2sc(NC(=O)c3ccc(N4CCCCC4)c([N+](=O)[O-])c3)nc12 | 10
62 | Cc1nnsc1S(=O)(=O)Cc1ccccc1Cl | -4
63 | COc1cccc(NS(=O)(=O)c2ccc3c(c2)n(C)c(=O)c(=O)n3C)c1 | -3
64 | COC(=O)c1ccc(SC2CCCCC2)c([N+](=O)[O-])c1 | -4
65 | O=C(O)c1ccccc1C(=O)NNc1ccc(Cl)cc1 | 1
66 | CC(=O)NC(O)C(=O)c1ccccc1 (configuration not stated) | 14
67 | CC(C)(C#N)Nc1ccccc1 | -7
68 | CCOc1ccc(NC(N)=O)cc1OCC | 3
69 | CCOC(=O)C1=C(c2ccccc2)N=c2s/c(=C\c3ccco3)c(=O)n2C1c1cccs1 (configuration not stated) | 6
70 | O=C(OCCN1CCN(c2ncc(C(F)(F)F)cc2Cl)CC1)c1ccc(Cl)cc1 | -18
71 | COc1cc2c(cc1OC)C(C(=O)Nc1ccccn1)C(c1cccnc1)N(C)C2=O (configuration not stated) | -17
72 | CCOc1cc(C2NN=C(c3ccccc3)S2)ccc1OCc1ccc(F)cc1 (configuration not stated) | -8
73 | O=[N+]([O-])c1cccnc1N1CCCCC1 | -3
74 | Cc1ccccc1NC(=S)NC(NC(=O)COc1ccccc1)C(Cl)(Cl)Cl (configuration not stated) | -3
75 | Cc1ccc2nc(/C(C#N)=C\c3ccc([N+](=O)[O-])o3)[nH]c2c1 | 2
76 | COc1ccccc1/C=C/C(=O)NC(=S)N(C)C1CCCCC1 | 23
77 | CCc1ccccc1NC(=O)/C(=C/c1ccccc1)c1ccccc1 | 15
78 | O=C1Nc2ccccc2/C1=N/c1sc2c(c1C(=O)NCCc1ccccc1)CCCC2 | -4
79 | CN(C(=O)COC(=O)c1ccc2c(c1)NC(=O)CS2)C1CCS(=O)(=O)C1 (configuration not stated) | -9
80 | CCC(=O)NC(=S)Nc1cccc(Cl)c1N1CCCCC1 | 7
81 | CC(=O)CSc1nnc(Cc2ccc([N+](=O)[O-])cc2)o1 | 8
82 | C=CCNc1cnn(CC(C)=O)c(=O)c1Br | 6
83 | Cc1onc(-c2ccccc2Cl)c1C(=O)Nc1nnc(-c2ccc(F)cc2)s1 | 1
84 | Cc1cc(Nc2cccc([N+](=O)[O-])c2)n2c(nc3ccccc32)c1C#N | -6
85 | CN1C2C=C3C(C#N)=C(N)C(C#N)(C#N)[C@@H](c4ccc(Cl)cc4)[C@@H]3C1CC2 (some centres not stated) | -2
86 | O=C(NC1CCCCC1)C(c1ccc(F)cc1)N(C(=O)c1cccs1)c1ccc2c(c1)OCO2 (configuration not stated) | -6
87 | FC(F)(F)c1nc2ccccc2n2c(-c3c(Cl)cccc3Cl)nnc12 | -12
88 | COc1ccc(C2C(C#N)=C(N)Oc3cc(N)ccc32)cc1OC (configuration not stated) | 12
89 | O=C(Cn1c(CSc2ccccc2)nc2ccccc21)Nc1ccccc1 | 2
90 | CC(=O)C1=C(O)C(=O)N(CCN2CCOCC2)C1c1ccc(N(C)C)cc1 (configuration not stated) | 18

# 3 entries from above, reformatted:
(90) CC(=O)C1=C(O)C(=O)N(CCN2CCOCC2)C1c1ccc(N(C)C)cc1 (configuration not stated)
- sEH activator = 18
(86) O=C(NC1CCCCC1)C(c1ccc(F)cc1)N(C(=O)c1cccs1)c1ccc2c(c1)OCO2 (configuration not stated)
- sEH activator = -6
(88) COc1ccc(C2C(C#N)=C(N)Oc3cc(N)ccc32)cc1OC (configuration not stated)
- sEH activator = 12

# The results go on.
no. | Compound | sEH activator
91 | CCOC(=O)c1cc(NC(=O)c2ccc(OC)cc2)c(=O)oc1-c1ccccc1 | 7
92 | NC(=O)CNC(=O)[C@@H]1CC2(CC(c3ccccc3)=NO2)CN1C(=O)c1ccc(Br)cc1 (some centres not stated) | 0
93 | CCOC(=O)Cc1nnc(NC(=O)CSc2ccc(C)cc2)s1 | 14
94 | CCN(CC)c1ccc(NC(=O)CN2CCN(c3ccccc3F)CC2)cc1 | 0
95 | COc1ccc(NC(=O)CN(C)S(=O)(=O)c2ccc(Cl)cc2)c([N+](=O)[O-])c1 | 2
96 | O=C(Cn1nc(C(F)F)cc1C(F)F)NNC(=S)Nc1ccc(Cl)cc1 | -2
97 | O=C(Nc1ccc(O)c(-c2nc3ccccc3o2)c1)C1(c2ccccc2)CCCC1 | 5
98 | C=CCOc1ccc(NC(=O)C(=O)NCCCn2ccnc2)cc1 | -4
99 | C=CCn1c(SCC(=O)N(C)C2CCS(=O)(=O)C2)nnc1-c1ccncc1 (configuration not stated) | 7
100 | C/C(CC1CC(COCC(C)C)OC1=O)=N\Nc1nc(-c2ccccc2)cs1 (configuration not stated) | 10
101 | COc1cccc(NC(=O)Cc2c(C(=O)O)[nH]c3ccccc23)c1 | -8
102 | Cc1ccc(Sc2c(C#N)c(-c3ccccc3)nn2C)cc1 | -9
103 | Cc1ccc2nc(Cc3ccc(N)cc3)[nH]c2c1 | 18
104 | CC12CC3(C)CC(C)(C1)CC(C(=O)NC(=S)N1CCOCC1)(C2)C3 | 5
105 | CN(C)CCCn1c(SCC(=O)Nc2sc3c(c2C#N)CCCC3)nnc1-c1ccncc1 | -3
106 | COc1cc(NC(=O)CC2NCCNC2=O)cc(OC)c1 (configuration not stated) | 0
107 | CCOC(=O)c1c(C)nc2sc(C(N)=O)c(N)c2c1-c1ccccc1 | 15
108 | CC(=O)Nc1ccc(S(=O)(=O)NC(CC(=O)N(C)Cc2ccccc2)C(C)C)cc1 (configuration not stated) | -3
109 | Cc1ccc(C)c(NS(=O)(=O)c2cc(C(=O)N3CCc4ccccc4C3)ccc2Cl)c1 | -34
110 | Cc1ccc(Nc2nnc(SCn3nnc4ccccc4c3=O)s2)cc1 | 10
111 | CCCCOc1ccc(OC(=O)c2cccnc2)cc1 | -14
112 | CCOC(=O)C1=C(O)/C(=C/c2ccc(-c3ccccc3C(=O)O)o2)SC1=Nc1ccc(OC)cc1 | -6
113 | Cc1cccc(/C(N)=N/OC(=O)c2cccs2)c1 | -12
114 | Cc1ccc(C(=O)Nc2ccc(Oc3ccc(C(=O)O)c(C(=O)O)c3)cc2)cc1C | 4
115 | Cc1ccc(NC(=O)c2cnn(-c3ccccc3)c2NC(=O)c2ccco2)cc1C | 8
116 | COCCCNCCCCOc1c(Cl)cc(C)cc1Br | -2
117 | Cc1nn(C(=O)c2cccnc2)c(C)c1Sc1ccc(Br)cc1 | -4
118 | O=C1C(=O)N(CCCn2ccnc2)C(c2cccnc2)/C1=C(/O)c1ccccc1 (configuration not stated) | -17
119 | O=C(Nc1cccn2ncnc12)c1ccccc1 | -11
120 | CCOc1cc(/C=C2\C(=O)N(Cc3ccc(C)cc3)C(C)=C2C(=O)OC)ccc1O | -9
121 | CCc1ccc(C(=O)COC(=O)C(Cc2ccccc2)NC(=O)c2ccc(Cl)cc2)cc1 (configuration not stated) | 10
122 | COc1ccc(C(=O)CSc2nc3ccccc3n2CC(=O)c2ccccc2)cc1 | 6
123 | CCOc1ccc(N2C(=O)CC(N3CCN(C(=O)c4ccco4)CC3)C2=O)cc1 (configuration not stated) | 3
124 | CCOc1ccc(NC(=O)C(=O)NCC2CCCN2CC)cc1 (configuration not stated) | 1
125 | CC(=O)c1sc2nc(C)cc(C)c2c1N | 12
126 | N#Cc1nc(COc2ccccc2)oc1NCCN1CCOCC1 | -2
127 | S=c1[nH]nc(-c2cc3c(s2)-c2ccccc2CC3)o1 | -16
128 | CCOC(=O)N1CCN(C(=O)c2cccc(OC)c2O)CC1 | 1
129 | CCOc1ccc2nc(SCc3ccccc3C#N)sc2c1 | -2
130 | CCc1ccccc1NC(=S)N1CCC(C(=O)c2ccc(F)cc2)CC1 | 0
131 | CC1=NN(c2ccc(N)cc2)C(=O)C1 | 1

# An excerpt. The share of hits here may be higher or lower than overall.
